Screening data deposited in PubChem by National Center for Advancing Translational Sciences (NCATS).
PGK inhibitor – inhibitors of T. brucei phosphoglycerate kinase; P07378; 380,000 compounds, 0.043% hits; Potency, µM (highest dose often 57.5 µM), inactives show at the highest dose activity change, negative = inhibition, hits mostly inhibitors; PGK/GAPDH coupled, Kinase-Glo luminescence, 60 min; further: potency means the concentration at half of the fitted maximal effect; on the % scale 0 is the no-effect control and ±100 the full control effect; nearly all actives have a fitted effect of over 60% in size
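Recombinant glycosomal PGK reaction used 1,3-bisphosphoglycerate generated in-well by GAPDH (100nM final) in 100mM TEA pH 7.6, 5mM MgCl2, 0.01% Tween-20. After 60 minutes at room temperature, ATP was read by Kinase-Glo Plus luminescence end-point.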
Pol kappa inh – DNA polymerase kappa (human) inhibition | Q9UBT6 | purified Pol kappa, fluorescent DNA synthesis assay, 10 min | Potency, µM (highest dose often 107 µM), for the others: top-dose activity, negative = inhibition, actives largely listed as inhibitors | 400,000 compounds, 0.53% hits | AID 588579; further: potency means the concentration at half of the fitted maximal effect; on the % scale 0 is the no-effect control and ±100 the full control effect
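Fluorescent qHTS in 1536-well format: enzyme (10 nM) and compound sat 15 min at room temperature before 50 nM substrate (final) was added. Signal taken at 0 and 10 min; no-enzyme buffer wells were negative controls.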
Pol beta inh – blocks human DNA polymerase beta activity | Pol beta primer extension/strand displacement, fluorescence kinetic | Potency, µM (doses to about 114 µM), inactives show top-dose activity change, negative = inhibition, hits mostly inhibitors | 340,000 compounds, 1.3% hits; further: potency means the concentration at half of the fitted maximal effect; on the % scale 0 is the no-effect control and ±100 the full control effect
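Reaction started by 50 nM substrate onto compound-treated Pol beta (10 nM, 15 min preincubation, room temperature); plates read at 0 min and 10 min. Normalized concentration-effect data fitted by four-parameter Hill equation.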
RXFP1 antag – blocks the human relaxin receptor RXFP1 | Q9HBX9 | HEK293-RXFP1, relaxin-stimulated cAMP HTRF, 30 min; hits give low values | activity change, negative = inhibition, % at 57.5 µM | 350,000 compounds, 0.59% hits;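 active means activity change of -60% or lower, but not beyond a set lower limit; inconclusive means change between -60% and -40%, or beyond the set limit; inactive means change above -40%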; further: on the % scale 0 is the no-effect control and ±100 the full control effect
Pol eta inh – DNA polymerase eta (human) inhibition; Q9Y253; recombinant Pol eta, fluorescent DNA replication assay; Potency, µM (highest dose often 114 µM), inactives show top-dose activity change, negative = inhibition, actives largely listed as inhibitors; 390,000 compounds, 1.2% hits; AID 588591; further: potency means the concentration at half of the fitted maximal effect; on the % scale 0 is the no-effect control and ±100 the full control effect
Target sequence (Q9Y253 whole entry, looked up): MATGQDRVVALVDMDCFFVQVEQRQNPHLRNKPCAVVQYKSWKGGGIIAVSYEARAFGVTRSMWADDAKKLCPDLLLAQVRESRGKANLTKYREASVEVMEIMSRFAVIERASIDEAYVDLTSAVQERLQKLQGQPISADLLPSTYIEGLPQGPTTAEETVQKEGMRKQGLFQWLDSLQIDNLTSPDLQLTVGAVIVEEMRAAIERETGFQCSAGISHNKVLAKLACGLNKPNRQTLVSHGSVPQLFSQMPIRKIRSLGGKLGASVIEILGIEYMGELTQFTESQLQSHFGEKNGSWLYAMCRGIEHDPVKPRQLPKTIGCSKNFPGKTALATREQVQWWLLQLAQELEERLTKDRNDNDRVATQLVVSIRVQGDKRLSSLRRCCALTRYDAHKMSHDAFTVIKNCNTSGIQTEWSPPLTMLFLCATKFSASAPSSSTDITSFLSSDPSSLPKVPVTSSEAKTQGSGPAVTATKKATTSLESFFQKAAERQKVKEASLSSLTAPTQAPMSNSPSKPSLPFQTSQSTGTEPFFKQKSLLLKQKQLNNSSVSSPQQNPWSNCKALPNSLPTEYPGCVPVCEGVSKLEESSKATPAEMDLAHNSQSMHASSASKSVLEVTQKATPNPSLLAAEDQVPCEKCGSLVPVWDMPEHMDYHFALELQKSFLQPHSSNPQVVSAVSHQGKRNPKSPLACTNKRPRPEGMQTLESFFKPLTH
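Fluorescent replication assay: 50 nM final substrate added after a 15 min room-temperature compound preincubation with 10 nM enzyme. Signal taken at 0 min and again at 10 min.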
Apoferritin bind – candidate novel general anesthetic via apoferritin binding | apoferritin/1-aminoanthracene competitive binding, fluorescence | Potency, µM (highest dose often 77.5 µM), without a hit: top-dose activity change, negative = displacement, usual class: inhibitors | AID 485281 | P02791 | 350,000 compounds, 0.074% hits; further: potency means the concentration at half of the fitted maximal effect; on the % scale 0 is the no-effect control and ±100 the full control effect; nearly all actives have a fitted effect of over 20% in size
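Steps: apoferritin (10 uM) was premixed with half-saturated 1-AMA in PBS, compounds were pin-transferred, plates stood 10 min at room temperature, fluorescence was read at 380/535 nm, and curves were fitted with a Hill equation.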
APE1 inh – inhibitors of human APE1 endonuclease; P27695; recombinant APE1, TAMRA/BHQ-2 abasic DNA cleavage fluorescence; Potency, µM (titrated, usually from 65.8 µM), without a hit: at the top dose activity change, negative = inhibition, usual class: inhibitors; 350,000 compounds, 0.35% hits;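 further: potency means the concentration at half of the fitted maximal effect; plate controls were vehicle for no effect and reference inhibitor for full effect; nearly all actives have a fitted effect of over 55% in size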
Target sequence (P27695 whole entry, looked up): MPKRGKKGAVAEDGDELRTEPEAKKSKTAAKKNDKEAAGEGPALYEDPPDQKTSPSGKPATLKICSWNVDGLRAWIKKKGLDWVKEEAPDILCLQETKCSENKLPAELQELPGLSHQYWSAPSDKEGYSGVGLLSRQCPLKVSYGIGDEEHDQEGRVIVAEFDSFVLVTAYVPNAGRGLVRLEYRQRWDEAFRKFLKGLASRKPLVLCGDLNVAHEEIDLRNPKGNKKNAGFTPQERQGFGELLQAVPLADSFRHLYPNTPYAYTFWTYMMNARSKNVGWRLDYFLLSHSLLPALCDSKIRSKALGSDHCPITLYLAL
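Kinetic fluorescence read (525 ex/598 em nm, three reads 60 s apart) of AP-site incision; signal = third minus first read. Enzyme 0.75 nM, dual-labelled THF duplex 50 nM, compound preincubation 15 min RT.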
BLM helicase inh – Bloom syndrome helicase (human) inhibition; recombinant BLM DNA unwinding, fluorescence dequenching; 350,000 compounds, 0.2% hits; Potency, µM (series often up to 56.1 µM), without a hit: at the highest dose activity change, negative = inhibition, most hits filed as inhibitors; AID 2528; P54132;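 further: potency means the concentration at half of the fitted maximal effect; plate controls were vehicle for no effect and no enzyme for full effect; nearly all actives have a fitted effect of over 35% in size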
POLI inh – blocks human DNA polymerase iota activity; Pol iota fluorescent replication assay, 10 min; Potency, µM (highest dose often 115 µM), without a hit: at the top dose activity, negative = inhibition, most hits filed as inhibitors; 390,000 compounds, 1% hits; AID 588590; further: potency means the concentration at half of the fitted maximal effect
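Pol iota at 10 nM preincubated 15 min with compounds at room temperature; reaction started with fluorescent substrate, 50 nM final. Fluorescence read kinetically at 0 and 10 min; buffer-only wells as negative control.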
Starred values were filed as active, the others as inactive; i = inactive; ? = inconclusive; . = not tested or not shown; & = joins results of further samples; [ ] = dose if it differs, or a comment. Unless noted, the call rests on the fitted dose curve; in most records, active means well fitted curve in the direction sought with a large enough effect; inconclusive means small, poorly fitted or top-dose-only effect, or another doubt; inactive means no such curve, though single readings can be large; an effect the other way counts as inactive or inconclusive. An excerpt. The share of hits here may be higher or lower than overall.

SMILES | PGK inhibitor | Pol kappa inh | Pol beta inh | RXFP1 antag | Pol eta inh | Apoferritin bind | APE1 inh | BLM helicase inh | POLI inh
CCCOc1ccc(-c2cccc(NS(=O)(=O)c3cccs3)c2)nn1 | -2% | -6%[60.1 µM] | 1% | -6 | -16% | -7% | . | -4% | 3%
Cc1ccc(-n2nc3c(=O)n(CCCC(=O)NCc4ccc(C)o4)nc(C)c3c2C)cc1 | 4% | -1% | 23% | 4 | -15% | -12% | 20% | -3% | -3%
O=C(O)CSCc1nc2ccccc2s1 | -6% | -3% | 3% | -1 | -13% | -15% | 11% | -3% | 5%
CCN(CC)C(=O)c1sc2c(c1C)c(=O)n(-c1ccc(C)c(C)c1)c(=O)n2CC(=O)Nc1ccc(OC)cc1OC | -7% | -2%[60.1 µM] | -14% | -13 | -16% | -13% | . | -14% | ?
Cc1nn(CC(=O)NCCc2ccccc2)c(=O)c2cccn12 | -4% | -18% | 36% | -1 | -14% | -24% | 17% | -3% | -1%
O=C(CNC(=O)C1COc2ccccc2O1)N/N=C/c1ccc(O)cc1O (stereo not drawn) | 8% | 0% | 21% | -2 | -5% | ? | ? | 2% | 8%
O=c1c2ccccc2sn1-c1ccc(S(=O)(=O)N2CCCCC2)cc1 | -5% | -5%&-11%&-1% | . | -6 | -10% | . | . | . | 17%&5%&-22%
CCN1CCCC1CNC(=O)c1cc(S(N)(=O)=O)ccc1OC (stereo not drawn) | -4% | -19%[60.1 µM] | 13%[57.1 µM] | . | -4%[57.1 µM] | . | -21%&5%&4% | . | 6%[58.9 µM]
COc1ccc(NC(=O)Cn2c(=O)n(-c3ccc(C)c(C)c3)c(=O)c3c4c(sc32)CCCCC4)cc1Cl | -7% | 11% | 19% | . | -9% | -5% | . | -6% | -11%
CCN(C(=O)CN1C(=O)/C(=C/c2ccccc2F)SC1=S)C1CCS(=O)(=O)C1 (stereo not drawn) | -5% | 1% | -4% | 8 | -17% | -8% | -3% | -3% | 36%[activator]
O=C(NC1CCCc2ccccc21)C1CCC(CNc2c(N3CCOCC3)c(=O)c2=O)CC1 (stereo not drawn) | 1% | -7% | -2% | . | -15% | 5% | -1% | 2% | 27%
CCOc1ccc(CNc2ncnc(N)n2)cc1 | i | -2% | 29% | 1 | -14% | -5% | 0% | -4% | -3%
C/C(CC(=O)NC12CC3CC(CC(C3)C1)C2)=N\NC(=O)c1ccc(F)cc1 | 4% | -1% | 31% | -11 | -22% | ? | 12% | 0% | 139%[activator]
CCCOC(=O)c1ccc(OCC(O)CN2CCN(C(=O)c3ccccc3)CC2)cc1 (stereo not drawn) | 3% | -7% | 2% | 10 | -14% | -8% | -1% | -4% | -3%
CCN(Cc1ccncc1)Cc1cn[nH]c1-c1ccc(OC)cc1F | 0% | -1% | -27% | -26 | -20% | -5% | 2% | -4% | -11%
COc1ccc(CCNC(=O)c2sc3ccccc3c2Cl)cc1OC | -1% | -11% | 8% | 3 | -5% | -11% | 2% | -4% | 3%
CCc1nc2ccccc2n1Cc1ccccc1F | i | -15% | -21% | -10 | 1% | -8% | -3% | -3% | 22%
CC(C)c1ccc(S(=O)(=O)c2n[nH]n3c2nc(=O)c2ccccc23)cc1 | i | 9% | 11% | -1 | -6% | 1% | -2% | -3% | 48%[activator]
CCOC(=O)c1cc2c(=O)n3cccc(C)c3nc2n(CCCOC)c1=NC(=O)c1cccnc1 | -6% | -3% | ? | -3 | -2% | 27% | 3% | 2% | 11%
O=C(OCC(=O)N1CCN(C(=O)c2ccco2)CC1)c1sc2cc(F)ccc2c1Cl | 7% | 0% | -19% | 4 | 6% | -12% | -2% | -6% | 1%
Cc1ccc(S(=O)(=O)Cc2c(C)noc2C)cc1 | -12% | -8% | 7% | 12 | -1% | -10% | 16% | -9% | -6%
Cc1ccc(S(=O)(=O)N2CCOCC2)cc1NC(=O)CSc1nccn1C | i | 0% | 16% | -3 | -15% | -4% | 4% | 1% | -3%
CN1N=C(C(=O)N2CCN(c3ccc([N+](=O)[O-])cc3)CC2)CCC1=O | -8% | -6% | 7% | 3 | -14% | -13% | 4% | 3% | 9%
Cc1cc(OCC(=O)Nc2nnc(C3CC3)s2)ccc1[N+](=O)[O-] | -8% | -2% | -13% | -5 | -18% | -6% | 3% | -7% | 87%[activator]
Cc1cc(Br)cc(C)c1NC(=O)c1ccc(C#N)cc1F | -1% | -9% | 13% | 1 | 0% | -5% | -2% | 0% | 29%
Later entries.
SMILES | PGK inhibitor | Pol kappa inh | Pol beta inh | RXFP1 antag | Pol eta inh | Apoferritin bind | APE1 inh | BLM helicase inh | POLI inh
NC(=O)c1ccsc1NC(=O)c1ccc(S(=O)(=O)N2CCCC2)cc1 | -6% | -8% | 0% | . | -4% | -16% | -4% | -4% | 7%
CC(=O)N1CCN(c2ccc(Nc3nc(C)nc4c3oc3ccccc34)cc2)CC1 | -1% | -11% | -5% | -4 | -8% | -12% | -1% | -8% | 95%[activator]
COc1cccc(Nc2nnc(SCC(=O)Nc3sccc3C(N)=O)s2)c1 | -1% | -20% | 4% | -35 | -20% | -9% | 20% | -11% | ?
COc1ccccc1CN1CCc2c([nH]c3ccccc23)C1 | 3% | -10% | -20% | -7 | -4% | -10% | -2% | 1% | -26%
CCCOc1ccc(/C=N/NC(=O)c2nnn(-c3nonc3N)c2-c2cccs2)cc1OC | -5% | -8% | 12% | -16 | -15% | 68%[activator] | 11% | -9% | 22%
Cc1cccc(-c2cc3nc(-c4ccccc4)cc(N4CCC5(CC4)OCCO5)n3n2)c1 | 4% | -18% | -9% | 7 | -22% | 121%[activator] | 0% | -10% | 3%
FC(F)(F)c1cccc(N2CCN(C(=S)NC3CCCCC3)CC2)c1 | -2% | -7% | -9% | -22 | -28% | -5% | 12% | -9% | 16%
Cc1ccc2c(=O)c(C(=O)c3ccc(Cl)cc3)cn(CC(=O)NC3CCCCC3)c2n1 | -11% | -7% | -25% | -2 | -3% | -4% | . | 1% | -7%
COc1cccc(-c2c[nH]c(=O)[nH]c2=O)c1 | i | -3% | 6% | -10 | -14% | 0% | 4% | -5% | 97%[activator]
COc1ccc(CN(C)C(=O)c2ccc(NS(=O)(=O)c3ccc(F)cc3)cc2)c(OC)c1OC | i | -6% | 5% | 0 | -22% | -8% | 8% | -5% | 25%
O=C(NCC1(N2CCCCC2)CCCCC1)c1ccc(NS(=O)(=O)c2ccc(F)cc2)cc1 | -5% | -13% | . | -9 | -20% | . | 28% | . | 13%
O=C1N=C(N2CCCCC2)SC1=C1CCCC1 | 12% | -4% | 0% | -6 | 0% | -9% | 2% | -5% | -17%
Cc1cc(NS(=O)(=O)c2ccc(CC(C)C)cc2)no1 | -8% | -2% | -2% | 0 | -7% | -13% | -4% | -1% | -19%
COc1cc(NS(=O)(=O)c2ccc(F)cc2)c(C(=O)O)cc1OC | -5% | -2% | 39% | -1 | -8% | -10% | 12% | -2% | -5%
CC(=O)Nc1ccc(NC(=O)CN(c2ccc([N+](=O)[O-])cc2)S(=O)(=O)c2ccccc2)cc1 | i | 5% | 4% | -10 | -3% | -17% | -2% | -8% | -13%
CCC(NS(=O)(=O)c1cn(C)nc1C)c1ccccc1 (stereo not drawn) | 6% | 6% | 0% | 0 | -26% | -4% | 8% | -4% | 64%[activator]
COc1ccc(CNc2ncc(-c3ccccc3)n2C)c(OC)c1OC | -6% | -10% | -21% | 2 | -22% | -17% | 37% | -7% | 9%
O=C(CSc1nc2ccccc2o1)N1c2ccccc2Sc2ccccc21 | -10% | -11% | 0% | -31 | -18% | -10% | -7% | -9% | 2%
Cc1cccc(C)c1NC(=O)CCCSc1nnc(-c2ccc(Cl)cc2)n1-c1ccccc1 | i | -7% | -4% | 1 | -19% | -5% | -8% | -4% | 2%

Molecules from the list above that have a thiophene ring, fused or not, in the order listed:
SMILES | PGK inhibitor | Pol kappa inh | Pol beta inh | RXFP1 antag | Pol eta inh | Apoferritin bind | APE1 inh | BLM helicase inh | POLI inh
CCCOc1ccc(-c2cccc(NS(=O)(=O)c3cccs3)c2)nn1 | -2% | -6%[60.1 µM] | 1% | -6 | -16% | -7% | . | -4% | 3%
CCN(CC)C(=O)c1sc2c(c1C)c(=O)n(-c1ccc(C)c(C)c1)c(=O)n2CC(=O)Nc1ccc(OC)cc1OC | -7% | -2%[60.1 µM] | -14% | -13 | -16% | -13% | . | -14% | ?
COc1ccc(NC(=O)Cn2c(=O)n(-c3ccc(C)c(C)c3)c(=O)c3c4c(sc32)CCCCC4)cc1Cl | -7% | 11% | 19% | . | -9% | -5% | . | -6% | -11%
COc1ccc(CCNC(=O)c2sc3ccccc3c2Cl)cc1OC | -1% | -11% | 8% | 3 | -5% | -11% | 2% | -4% | 3%
O=C(OCC(=O)N1CCN(C(=O)c2ccco2)CC1)c1sc2cc(F)ccc2c1Cl | 7% | 0% | -19% | 4 | 6% | -12% | -2% | -6% | 1%
NC(=O)c1ccsc1NC(=O)c1ccc(S(=O)(=O)N2CCCC2)cc1 | -6% | -8% | 0% | . | -4% | -16% | -4% | -4% | 7%
COc1cccc(Nc2nnc(SCC(=O)Nc3sccc3C(N)=O)s2)c1 | -1% | -20% | 4% | -35 | -20% | -9% | 20% | -11% | ?
CCCOc1ccc(/C=N/NC(=O)c2nnn(-c3nonc3N)c2-c2cccs2)cc1OC | -5% | -8% | 12% | -16 | -15% | 68%[activator] | 11% | -9% | 22%
